Screens: PubChem BioAssay, National Center for Advancing Translational Sciences (NCATS)
uPA generation: qHTS for Inhibitors of Cell Surface uPA Generation; cell surface uPA generation assay, qHTS; Potency, µM (titrated, usually from 38.3 µM), for inactives: top-dose activity change, negative = inhibition, most hits filed as inhibitors; 0.31% of 330,000 active; AID 540303, 2011; active means well fitted inhibition curve with a large enough effect; inconclusive means small, poorly fitted or top-dose-only effect; inactive means no such curve, though single readings can be large or run the other way; tested in mouse RAW 264.7 cells; further: on the % scale 0 is the no-effect control and ±100 the full control effect; nearly all actives have a fitted effect of over 55% in size
Gal4-VP16 FLuc: VP16 counterscreen qHTS for inhibitors of ROR gamma transcriptional activity. Drosophila S2 Gal4-VP16 UAS-luciferase, luminescence, 20 h. AID 2546, 2010. 3.5% of 310,000 active. Potency, µM (highest dose often 53.6 µM), for the others: at the top dose activity, negative = inhibition, usual class: inhibitors;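 further: Gal4-VP16 expression switched on by copper sulfate through the metallothionein promoter; on the % scale 0 is the no-effect control and ±100 the full control effect; nearly all actives have a fitted effect of over 50% in size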
MLL CXXC-DNA inh: qHTS Fluorescence Polarization Assay for Inhibitors of MLL CXXC domain - DNA interaction. Histone-lysine N-methyltransferase 2A (Homo sapiens), Q03164. MLL-CXXC / FITC-HOXA9 DNA fluorescence polarization. Potency, µM (doses to about 115 µM), inactives show top-dose activity change, negative = inhibition, usual class: inhibitors. 0.037% of 290,000 active; active means well fitted inhibition curve with a large enough effect in the polarisation, with a control signal flat, not every such curve was filed as active; inconclusive means small, poorly fitted or top-dose-only effect, or effect the other way, or a change in a side signal; inactive means no such curve, though single readings can be large or run the other way; the % refers to the polarisation
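Fluorescence polarization: 7 uM MLL-CXXC (stock) preincubated 5 min with compounds, then 50 nM fluorescein-HOX-A9 DNA (stock) added; 30 min ambient. Buffer 50 mM Tris-HCl pH 7.5, 50 mM NaCl, 1 mM DTT, 0.05% BSA.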
NPC1 promoter act: qHTS Assay for NPC1 Promoter Activators; Huh7 NPC1 promoter luciferase reporter, 24 h; Potency, µM (highest dose often 9.22 µM), for the others: at the highest dose activation, most hits filed as activators; 2.4% of 320,000 active;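 further: % of control where 0% means no effect; nearly all actives have a fitted effect of over 60% in size; reporter is driven by a mutant NPC1 promoter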
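Luciferase expression driven by the NPC1 promoter was measured in stably transfected Huh7 cells after a 24 h compound incubation, using a luciferase reagent and a luminescence read.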
Rab9 promoter act: qHTS Assay for Rab9 Promoter Activators; Huh7 Rab9 promoter-luciferase reporter, luminescence, 24 h; Potency, µM (titrated, usually from 9.22 µM), without a hit: at the highest dose activation, negative = inhibition, most hits filed as activators; 2.8% of 320,000 active; further: % of control where 0% means no effect; nearly all actives have a fitted effect of over 60% in size
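Luciferase signal after 10 min detection reagent at ambient indicates Rab9 promoter upregulation; stably transfected Huh7 cells were treated 24 h with compound in DMSO at 37 °C, 5% CO2.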
RORgamma inh: qHTS for inhibitors of ROR gamma transcriptional activity; Drosophila S2 Gal4-RORgamma UAS-luciferase reporter, 20 h; Nuclear receptor ROR-gamma (Mus musculus), P51450; 5.4% of 310,000 active; Potency, µM (series often up to 53.6 µM), for the others: at the top dose activity change, negative = inhibition, usual class: inhibitors; further: on the % scale 0 is the no-effect control and ±100 the full control effect; nearly all actives have a fitted effect of over 60% in size
Target sequence (P51450 whole entry, looked up, the tested form may be a part): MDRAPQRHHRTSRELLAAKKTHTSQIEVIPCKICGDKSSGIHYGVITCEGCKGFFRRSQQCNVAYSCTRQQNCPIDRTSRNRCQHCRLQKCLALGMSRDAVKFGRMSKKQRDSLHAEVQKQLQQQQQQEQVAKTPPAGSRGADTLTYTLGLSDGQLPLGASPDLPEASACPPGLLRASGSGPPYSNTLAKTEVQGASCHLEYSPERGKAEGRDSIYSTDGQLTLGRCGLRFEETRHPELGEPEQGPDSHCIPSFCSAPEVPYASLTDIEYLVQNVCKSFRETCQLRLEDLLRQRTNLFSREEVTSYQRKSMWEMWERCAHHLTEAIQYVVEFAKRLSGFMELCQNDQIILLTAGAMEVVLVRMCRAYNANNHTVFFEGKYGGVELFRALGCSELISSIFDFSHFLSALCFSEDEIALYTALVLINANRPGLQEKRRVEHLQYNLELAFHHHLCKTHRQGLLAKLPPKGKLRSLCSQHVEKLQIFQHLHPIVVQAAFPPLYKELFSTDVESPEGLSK
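ROR gamma transcriptional activity was tracked as Gal4-UAS luciferase output in stably transfected Drosophila Schneider cells, with compound added 1 hr before 700 uM copper sulfate induction and a 20 hr ambient-temperature incubation.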
ELG1 genotox: qHTS screen for small molecules that induce genotoxicity in human embryonic kidney (HEK293T) cells expressing luciferase-tagged ELG1. 1.3% of 330,000 active. AID 504466, 2011. HEK293T ELG1-luciferase reporter, luminescence, 16 h. Potency, µM (doses to about 46 µM), for the others: at the highest dose activity change, positive = activation, usual class: activators; further: % of control where 0% means no effect; nearly all actives have a fitted effect of over 60% in size
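HEK293T cells expressing luciferase-tagged ELG1 were exposed to compound or DMSO vehicle for 16 hr at 37 °C and 5% CO2. Luciferase activity was then measured with ONE-Glo after 30 min at room temperature.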
MBNL1-CUG inh: qHTS Assay for Inhibitors of MBNL1-poly(CUG) RNA binding. Muscleblind-like protein 1 (Homo sapiens), Q9NR56. TR-FRET MBNL1-His/biotin-(CUG)12 binding, 665/545 ratio. Potency, µM (titrated, usually from 57.5 µM), inactives show at the top dose activity change, negative = inhibition, hits mostly inhibitors. 0.036% of 280,000 active. AID 2675, 2010; active means well fitted inhibition curve with a large enough effect in the signal ratio, with a control signal flat, not every such curve was filed as active; inconclusive means small, poorly fitted or top-dose-only effect, or effect the other way, or a change in a side signal; inactive means no such curve, though single readings can be large or run the other way; the % refers to the signal ratio; further: on the % scale 0 is the no-effect control and ±100 the full control effect
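Ratiometric TR-FRET (665 over 545 nm, excitation 340 nm) tracks disruption of MBNL1-His/biotin-(CUG)12 complex after 60 min at room temperature, with compounds at 92 nM to 58 uM final.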
p53 reactivator: qHTS assay for re-activators of p53 using a Luc reporter. 0.063% of 320,000 active. Potency, µM (series often up to 92.2 µM), for inactives: at the highest dose activity change, positive = activation, usual class: activators. H1299 p53-A138V BP100-luciferase reporter, luminescence, 24 h. AID 504706, 2011; further: % of control where 0% means no effect; nearly all actives have a fitted effect of over 45% in size
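H1299 (p53-null), stable ts p53-A138V + BP100-Luc; 1000 cells/well, Opti-MEM/10% FBS; cpd 4 pt, 1:5; 24 h, 37 deg C, 5% CO2; detection reagent 10 min RT; luminescence.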
FLuc counter: qHTS profiling assay for firefly luciferase inhibitor/activator using purifed enzyme and Km concentrations of substrates (counterscreen for miR-21 project); Potency, µM (doses to about 57.5 µM), for the others: at the top dose activity change, negative = inhibition, actives largely listed as inhibitors; purified FLuc, Km substrates, luminescence inhibition; Luciferin 4-monooxygenase (Photinus pyralis), P08659; 6.9% of 360,000 active;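 further: plate controls were vehicle for no effect and reference inhibitor for full effect; nearly all actives have a fitted effect of over 55% in size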
Target sequence (P08659 whole entry, looked up): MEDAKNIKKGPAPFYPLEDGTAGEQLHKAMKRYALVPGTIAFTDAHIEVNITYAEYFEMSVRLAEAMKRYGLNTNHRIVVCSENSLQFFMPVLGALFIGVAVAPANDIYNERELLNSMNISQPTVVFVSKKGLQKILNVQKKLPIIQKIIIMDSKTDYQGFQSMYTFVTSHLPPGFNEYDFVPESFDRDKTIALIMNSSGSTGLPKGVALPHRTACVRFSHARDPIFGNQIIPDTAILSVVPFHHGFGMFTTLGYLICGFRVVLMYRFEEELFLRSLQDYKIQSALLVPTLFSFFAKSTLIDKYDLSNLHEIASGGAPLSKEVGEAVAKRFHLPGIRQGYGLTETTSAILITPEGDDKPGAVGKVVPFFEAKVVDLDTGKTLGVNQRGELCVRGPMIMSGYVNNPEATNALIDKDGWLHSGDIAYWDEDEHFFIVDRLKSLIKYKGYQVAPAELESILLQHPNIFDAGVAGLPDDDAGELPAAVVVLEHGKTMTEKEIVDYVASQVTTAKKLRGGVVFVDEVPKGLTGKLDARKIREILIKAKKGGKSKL
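Purified P. pyralis luciferase, 10 nM final, with Km-level 10 uM D-luciferin and 10 uM ATP in 50 mM Tris acetate pH 7.5, 10 mM Mg acetate, 0.01% Tween-20, 0.05% BSA; 6-point qHTS titration about 60 µM downward; luminescence read.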
BRCA1 expr up: qHTS Assay to Identify Small Molecule Activators of BRCA1 Expression. Potency, µM (top dose mostly 46.1 µM), without a hit: top-dose activation, most hits filed as activators. 1.1% of 380,000 active. AID 624202, 2012. MCF7-BRCA1-FFLuc reporter, luminescence, 48 h; response scale: scaled: vehicle 0%, 10 µM genistein 100%; further: nearly all actives have a fitted effect of over 80% in size; some results filed as inactive show a strong effect at the top dose
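Cells: MCF7-BRCA1-FFLuc, 2000/well. Exposure: 48 h, 37 °C, 5% CO2. Read: luminescence, 15 min post-substrate. Controls: genistein 10 microM (maximal activation), DMSO (neutral).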
An asterisk follows results filed as active. Unless noted, the call rests on the fitted dose curve; in most records, active means well fitted curve in the direction sought with a large enough effect; inconclusive means small, poorly fitted or top-dose-only effect, or another doubt; inactive means no such curve, though single readings can be large; an effect the other way counts as inactive or inconclusive. Potency means the concentration at half of the fitted maximal effect. The list is partial (hit frequency here may not be typical).

`Cc1ccc(C(C)C)c(OCc2nc(-c3nonc3N)no2)c1` gave uPA generation -7%, Gal4-VP16 FLuc -16%, MLL CXXC-DNA inh -11%, NPC1 promoter act 26%, Rab9 promoter act inconclusive, RORgamma inh inconclusive, ELG1 genotox 9%, MBNL1-CUG inh 1%, p53 reactivator inconclusive, FLuc counter inconclusive and BRCA1 expr up 80%.
`O=C(C[n+]1cccc(CNC(=O)c2ccc(OC(F)F)cc2)c1)c1ccccc1` gave uPA generation 4%, Gal4-VP16 FLuc 4%, MLL CXXC-DNA inh 7%, NPC1 promoter act -2%, Rab9 promoter act 2%, RORgamma inh 0%, ELG1 genotox -3%, MBNL1-CUG inh 2%, p53 reactivator -11%, FLuc counter -2% and BRCA1 expr up 16%.
CNc1nc(OC)nc(N(C#N)CN2C(=O)c3ccccc3S2(=O)=O)n1 was read as uPA generation -2%, Gal4-VP16 FLuc -20%, MLL CXXC-DNA inh -7%, NPC1 promoter act 0%, Rab9 promoter act 0%, RORgamma inh -26%, ELG1 genotox 2%, MBNL1-CUG inh -8%, p53 reactivator -5%, FLuc counter -5% and BRCA1 expr up 3%.
CN(CCCNC(=O)CCCOc1cc(=O)n(C)c2ccccc12)Cc1ccccc1 was read as uPA generation inconclusive, Gal4-VP16 FLuc 19%, MLL CXXC-DNA inh 6%, NPC1 promoter act -6%, Rab9 promoter act 8%, RORgamma inh -29%, ELG1 genotox inconclusive, MBNL1-CUG inh 0%, p53 reactivator 4%, FLuc counter -4% and BRCA1 expr up -57%.
For CSC(=S)N/N=C(\C)c1ccccc1 the results were uPA generation -16%, Gal4-VP16 FLuc 4.5µM*, MLL CXXC-DNA inh -16%, NPC1 promoter act 1%, Rab9 promoter act 12%, RORgamma inh 0.45µM*, ELG1 genotox inconclusive, MBNL1-CUG inh -1%, p53 reactivator 1%, FLuc counter 21µM* and BRCA1 expr up 11%.
Screening CCOC(=O)C1(CCCc2ccccc2)CCN(C(=O)c2cc(C)nc(C)n2)CC1 returned uPA generation -1%, Gal4-VP16 FLuc -12%, MLL CXXC-DNA inh 2%, NPC1 promoter act -6%, Rab9 promoter act 1%, RORgamma inh 4%, ELG1 genotox -6%, MBNL1-CUG inh 0%, p53 reactivator -1%, FLuc counter 1% and BRCA1 expr up -29%.
`O=C1NC2(CCCC2)N=C1c1ccc(F)cc1` gave uPA generation 3%, Gal4-VP16 FLuc -4%, MLL CXXC-DNA inh -17%, NPC1 promoter act -4%, Rab9 promoter act -1%, RORgamma inh -5%, ELG1 genotox -1%, MBNL1-CUG inh 7%, p53 reactivator -2%, FLuc counter 0% and BRCA1 expr up 9%.
Nc1c(C(=O)N/N=C/c2ccccc2Cl)oc2nc(-c3ccccc3)cc(-c3ccco3)c12 was read as uPA generation 6%, Gal4-VP16 FLuc 3%, MLL CXXC-DNA inh inconclusive, NPC1 promoter act -12%, Rab9 promoter act 1%, RORgamma inh 13%, ELG1 genotox -9%, MBNL1-CUG inh 7%, p53 reactivator -4%, FLuc counter 3% and BRCA1 expr up -5%.
For CC(=O)N/C(=C/C(C)C)c1ccccc1 the results were uPA generation -3%, NPC1 promoter act 1%, Rab9 promoter act 5%, ELG1 genotox 5%, p53 reactivator 0%, FLuc counter 1% and BRCA1 expr up 0%.
CCOC(=O)COc1ccc(Br)cc1/C=C\c1[nH]c(=O)[nH]c(=O)c1[N+](=O)[O-] was read as uPA generation -4%, Gal4-VP16 FLuc -7%, MLL CXXC-DNA inh 19%, NPC1 promoter act -1%, Rab9 promoter act -3%, RORgamma inh 8%, ELG1 genotox -1%, MBNL1-CUG inh -13%, p53 reactivator 0%, FLuc counter 0% and BRCA1 expr up inconclusive.
Screening CC(=O)OC(C(=O)NCc1ccco1)c1cccnc1 (configuration not stated) returned uPA generation 2%, Gal4-VP16 FLuc 3%, MLL CXXC-DNA inh 3%, NPC1 promoter act 1%, Rab9 promoter act -8%, RORgamma inh -14%, ELG1 genotox -1%, MBNL1-CUG inh -2%, p53 reactivator 12%, FLuc counter 4% and BRCA1 expr up -4%.
COc1ccc2[nH]c(=O)c(CN(CCN3CCCC3)C(=O)Nc3ccccc3Cl)cc2c1 was read as uPA generation 3%, Gal4-VP16 FLuc 1%, MLL CXXC-DNA inh -11%, NPC1 promoter act -5%, Rab9 promoter act 4%, RORgamma inh 15%, ELG1 genotox -12%, MBNL1-CUG inh 0%, p53 reactivator -12%, FLuc counter 3% and BRCA1 expr up 16%.
For Cc1ccc(OCCOCCN(C)C)c(Cl)c1 the results were uPA generation 3%, Gal4-VP16 FLuc -5%, MLL CXXC-DNA inh -5%, NPC1 promoter act -2%, Rab9 promoter act -11%, RORgamma inh -16%, ELG1 genotox 0%, MBNL1-CUG inh -10%, p53 reactivator 3%, FLuc counter -2% and BRCA1 expr up -6%.
Screening CC(=O)n1nc(-c2ccc(Cl)cc2)nc1NCc1ccco1 returned Gal4-VP16 FLuc -1%, MLL CXXC-DNA inh 16%, NPC1 promoter act inconclusive, Rab9 promoter act 2.8µM*, RORgamma inh inconclusive, ELG1 genotox 21µM*, MBNL1-CUG inh -6%, p53 reactivator 7%, FLuc counter -5% and BRCA1 expr up 14%.
C/C(=N\NC(=O)Cn1cc([N+](=O)[O-])cn1)c1ccco1 was read as uPA generation -8%, Gal4-VP16 FLuc 4%, MLL CXXC-DNA inh -2%, NPC1 promoter act -2%, Rab9 promoter act -3%, RORgamma inh 1%, ELG1 genotox 0%, MBNL1-CUG inh 10%, p53 reactivator -1%, FLuc counter 3% and BRCA1 expr up -9%.
Screening O=C(NC1CC1)C1=C[C@@H](c2c[nH]c3ccccc23)C[C@@H](OCc2ccc(CO)cc2)O1 returned uPA generation -22%, Gal4-VP16 FLuc 6%, MLL CXXC-DNA inh inconclusive, NPC1 promoter act 0%, Rab9 promoter act -6%, RORgamma inh 7%, ELG1 genotox 1%, MBNL1-CUG inh -4%, p53 reactivator 2%, FLuc counter 5% and BRCA1 expr up -14%.
COc1ccc2sc(NC(=O)NC(=O)c3c(Cl)cccc3Cl)nc2c1 was read as uPA generation 2%, Gal4-VP16 FLuc -12%, MLL CXXC-DNA inh -9%, NPC1 promoter act 12%, Rab9 promoter act -1%, RORgamma inh 14%, ELG1 genotox 0%, p53 reactivator 8%, FLuc counter 19µM* and BRCA1 expr up 1%.
`CN(C)CCOC1c2ccccc2-c2ccccc21` gave uPA generation 2%, Gal4-VP16 FLuc 1%, MLL CXXC-DNA inh -6%, NPC1 promoter act -1%, Rab9 promoter act 8%, RORgamma inh -25%, ELG1 genotox 0%, MBNL1-CUG inh 4%, p53 reactivator inconclusive, FLuc counter -2% and BRCA1 expr up -13%.
For CC(C)(C)c1cc(C(=O)NCc2cc(F)cc3c2OCOC3)n(Cc2ccccc2)n1 the results were uPA generation 3%, Gal4-VP16 FLuc inconclusive, MLL CXXC-DNA inh -9%, NPC1 promoter act inconclusive, Rab9 promoter act inconclusive, RORgamma inh inconclusive, ELG1 genotox 2%, MBNL1-CUG inh -1%, p53 reactivator 23%, FLuc counter inconclusive and BRCA1 expr up 51%.
`COc1cccc(/C=C2/NC(=O)NC2=O)c1OCC(=O)Nc1ccccc1` gave uPA generation 1%, Gal4-VP16 FLuc -29%, MLL CXXC-DNA inh 16%, NPC1 promoter act -4%, Rab9 promoter act -12%, RORgamma inh -22%, ELG1 genotox 13%, MBNL1-CUG inh 10%, p53 reactivator -2%, FLuc counter -2% and BRCA1 expr up -45%.
